BLM helicase inh: Bloom syndrome helicase (human) inhibition | P54132 | recombinant BLM DNA unwinding, fluorescence dequenching | Potency, µM (highest dose often 56.1 µM), for the others: at the highest dose activity change, negative = inhibition, actives largely listed as inhibitors | 350,000 compounds, 0.2% hits | AID 2528;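 note: potency is the fitted concentration of half-maximal effect; plate controls were vehicle for no effect and no enzyme for full effect; nearly all actives have a fitted effect of over 35% in size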
Pol iota inh: DNA polymerase iota (human) inhibition; Q9UNA4; Pol iota fluorescent replication assay, 10 min; Potency, µM (doses to about 115 µM), for the others: at the highest dose activity, negative = inhibition, usual class: inhibitors; 390,000 compounds, 1% hits; note: potency is the fitted concentration of half-maximal effect
Target sequence (Q9UNA4 whole entry, looked up): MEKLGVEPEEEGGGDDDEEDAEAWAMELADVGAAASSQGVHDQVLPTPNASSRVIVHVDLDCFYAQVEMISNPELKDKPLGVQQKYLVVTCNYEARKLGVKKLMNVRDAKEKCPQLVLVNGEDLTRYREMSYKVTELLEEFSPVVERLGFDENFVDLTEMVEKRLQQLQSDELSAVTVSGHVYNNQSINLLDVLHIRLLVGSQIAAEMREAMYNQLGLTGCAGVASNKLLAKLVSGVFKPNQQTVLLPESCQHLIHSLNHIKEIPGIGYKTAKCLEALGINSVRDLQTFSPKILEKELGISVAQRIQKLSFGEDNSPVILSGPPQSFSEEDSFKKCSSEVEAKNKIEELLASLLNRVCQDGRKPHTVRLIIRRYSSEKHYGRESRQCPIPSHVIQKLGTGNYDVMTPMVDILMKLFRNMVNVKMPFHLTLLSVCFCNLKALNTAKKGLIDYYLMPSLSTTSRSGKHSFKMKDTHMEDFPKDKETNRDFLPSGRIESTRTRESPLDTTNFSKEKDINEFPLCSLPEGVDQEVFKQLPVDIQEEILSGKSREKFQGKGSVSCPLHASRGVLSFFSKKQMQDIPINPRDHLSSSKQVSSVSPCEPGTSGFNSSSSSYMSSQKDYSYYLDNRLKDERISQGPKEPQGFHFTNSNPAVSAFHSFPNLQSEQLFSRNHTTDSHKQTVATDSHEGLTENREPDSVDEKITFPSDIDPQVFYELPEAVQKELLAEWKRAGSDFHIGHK
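Pol iota at 10 nM preincubated 15 min with compounds at room temperature; reaction started with fluorescent substrate, 50 nM final. Fluorescence read kinetically at 0 and 10 min; buffer-only wells as negative control.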
Tb PGK inh: inhibitors of T. brucei phosphoglycerate kinase; 380,000 compounds, 0.043% hits; P07378; PGK/GAPDH coupled, Kinase-Glo luminescence, 60 min; Potency, µM (doses to about 57.5 µM), inactives show at the top dose activity change, negative = inhibition, usual class: inhibitors; AID 602233; note: potency is the fitted concentration of half-maximal effect; % is set by controls: 0 for no effect and ±100 for the full control effect; nearly all actives have a fitted effect of over 60% in size
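Recombinant glycosomal PGK reaction used 1,3-bisphosphoglycerate generated in-well by GAPDH (100nM final) in 100mM TEA pH 7.6, 5mM MgCl2, 0.01% Tween-20. After 60 minutes at room temperature, ATP was read by Kinase-Glo Plus luminescence end-point.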
RXFP1 antag: RXFP1 (human) relaxin receptor antagonism | activity change, negative = inhibition, % at 57.5 µM | HEK293-RXFP1, relaxin-stimulated cAMP HTRF, 30 min; stronger effect = lower value | AID 1259400 | 350,000 compounds, 0.59% hits | Q9HBX9;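 active = activity change of -60% or lower, but not beyond a set lower limit; inconclusive = change between -60% and -40%, or beyond the set limit; inactive = change above -40%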; note: % is set by controls: 0 for no effect and ±100 for the full control effect
Apoferritin bind: binds horse apoferritin like a general anesthetic; P02791; 350,000 compounds, 0.074% hits; apoferritin/1-aminoanthracene competitive binding, fluorescence; Potency, µM (series often up to 77.5 µM), for inactives: at the highest dose activity change, negative = displacement, actives largely listed as inhibitors; note: potency is the fitted concentration of half-maximal effect; % is set by controls: 0 for no effect and ±100 for the full control effect; nearly all actives have a fitted effect of over 20% in size
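In PBS, apoferritin at 10 uM is loaded with 1-AMA from a 50% saturated solution. After 10 min of compound exposure at ambient temperature, reduced 535 nm fluorescence indicates probe displacement.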
POLK inh: blocks human DNA polymerase kappa activity | Q9UBT6 | purified Pol kappa, fluorescent DNA synthesis assay, 10 min | Potency, µM (series often up to 107 µM), for the others: at the highest dose activity, negative = inhibition, actives largely listed as inhibitors | 400,000 compounds, 0.53% hits | AID 588579; note: potency is the fitted concentration of half-maximal effect; % is set by controls: 0 for no effect and ±100 for the full control effect
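Enzyme at 10 nM met test compounds for 15 min at room temperature. Substrate addition (50 nM final) began the reaction, which was monitored by fluorescence at 0 and 10 min.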
POLB inh: inhibitors of human DNA polymerase beta; Pol beta primer extension/strand displacement, fluorescence kinetic; Potency, µM (highest dose often 114 µM), without a hit: at the highest dose activity change, negative = inhibition, most hits filed as inhibitors; AID 485314; 340,000 compounds, 1.3% hits; note: potency is the fitted concentration of half-maximal effect; % is set by controls: 0 for no effect and ±100 for the full control effect
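Human Pol beta at 10 nM; strand-displacement substrate 50 nM final. Compound exposure 15 min at room temperature before start, reaction 10 min at room temperature.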
Pol eta inh: inhibitors of human DNA polymerase eta; Q9Y253; recombinant Pol eta, fluorescent DNA replication assay; Potency, µM (series often up to 114 µM), inactives show at the highest dose activity change, negative = inhibition, actives largely listed as inhibitors; 390,000 compounds, 1.2% hits; note: potency is the fitted concentration of half-maximal effect; % is set by controls: 0 for no effect and ±100 for the full control effect
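Pol eta (10 nM) was preincubated with compounds for 15 min at room temperature, after which fluorescent replication substrate (50 nM final) was added to start the reaction. Fluorescence was read kinetically at 0 and 10 min.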
APEX1 inh: inhibitors of human APE1 endonuclease; Potency, µM (highest dose often 65.8 µM), for inactives: at the highest dose activity change, negative = inhibition, actives largely listed as inhibitors; 350,000 compounds, 0.35% hits; recombinant APE1, TAMRA/BHQ-2 abasic DNA cleavage fluorescence; P27695;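 note: potency is the fitted concentration of half-maximal effect; plate controls were vehicle for no effect and reference inhibitor for full effect; nearly all actives have a fitted effect of over 55% in size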
Target sequence (P27695 whole entry, looked up): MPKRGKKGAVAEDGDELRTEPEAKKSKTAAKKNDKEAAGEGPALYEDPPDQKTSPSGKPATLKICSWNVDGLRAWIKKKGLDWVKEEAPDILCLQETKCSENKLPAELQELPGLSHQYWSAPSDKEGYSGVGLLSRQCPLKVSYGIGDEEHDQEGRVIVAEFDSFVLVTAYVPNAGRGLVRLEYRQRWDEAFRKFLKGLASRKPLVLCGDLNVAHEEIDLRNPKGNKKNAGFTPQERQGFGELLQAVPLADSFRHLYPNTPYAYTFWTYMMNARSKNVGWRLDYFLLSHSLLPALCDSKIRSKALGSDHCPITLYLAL
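Substrate: short duplex with […] THF abasic site, 5'-TAMRA and 3'-BHQ-2, 50 nM final. APE1 at 0.75 nM, preincubated 15 min RT with compound. Fluorescence increase from first to third read measured activity.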
Starred values were filed as active, the others as inactive; i = inactive; ? = inconclusive; / = no result given; & = joins results of further samples; [ ] = remark or other dose. Unless noted, calls come from the whole dose curve; as a rule, active = well fitted curve in the direction sought with a large enough effect; inconclusive = small, poorly fitted or top-dose-only effect, or another doubt; inactive = no such curve, though single readings can be large; an effect the other way counts as inactive or inconclusive.

molecule	BLM helicase inh	Pol iota inh	Tb PGK inh	RXFP1 antag	Apoferritin bind	POLK inh	POLB inh	Pol eta inh	APEX1 inh
Cc1sc(N/N=C/c2cc([N+](=O)[O-])ccc2O)nc1-c1ccccc1	-5%	-14%	/	3	-6%	-4%	0%	-4%	6%
O=C(NC(Cc1ccccc1)C(=O)O)c1ccco1 (stereo not given)	0%	33%[activator]	i	-28	-4%	0%	-19%	-13%	1%
O=C(OCc1ccccc1)c1ccccc1	1%&-1%	4%	0%	15	?	-19%	/	-5%	-5%
CCCSCCCNC(=O)c1ccc2c(c1)nc1n2CCCCC1	1%	1%	-5%	-13	0%	-2%[60.1 µM]	10%	10%	/
COc1ccc(NC(=O)Cn2c(=O)n(CCC(=O)NCC3CCCO3)c(=O)c3cc(OC)c(OC)cc32)cc1 (stereo not given)	-1%&2%	67%&2%[activator]	-2%&-3%	0&-13	-1%&-9%	5%&8%	34%&23%	0%&-11%	-1%
CCOC(=O)C1CCN(C(=O)Cn2c(=O)oc3cc(S(=O)(=O)N4CCCC4)ccc32)CC1	-4%	26%	i	/	-12%	4%	13%	-12%	13%
CCOC(=O)N1CCN(CCC(=O)Nc2cc(C)ccc2C)CC1	-10%&-3%	14%&-18%	10%&-2%	-4&-5	-4%&-15%	-6%&-7%	-8%&4%	-12%&-2%	17%
COc1ccc(Nc2oc(-c3cccs3)nc2C#N)cc1	-14%	12%	6%	-10	198%[activator]	-5%	-3%	-7%	-6%
CCC(C(=O)NCCCN1CCN(C)CC1)n1nc(C)c2sc3ccccc3c2c1=O (stereo not given)	1%	3%	-7%	-12	9%	11%	16%	-6%	51%
Cc1cccc(OC(=O)c2cc(-c3ccc4c(c3)OCCO4)on2)c1	-5%	-3%	-4%	/	?	-23%	-2%	-11%	/
CN1CCC(=NNC(=O)c2ccc(N(Cc3ccccc3Cl)S(C)(=O)=O)cc2)CC1	1%	64%[activator]	-7%	10	-5%	-17%	-18%	-3%	-2%
COC(=O)Cn1c(=O)c2c(nc3n2CCCN3Cc2ccccc2)n(C)c1=O	2%	-9%	i	-13	3%	-2%	-8%	-8%	-14%

Arranged by value in Tb PGK inh (smallest number first): some entries from above.
SMILES | Tb PGK inh
CCC(C(=O)NCCCN1CCN(C)CC1)n1nc(C)c2sc3ccccc3c2c1=O (stereo not given) | -7%
CCCSCCCNC(=O)c1ccc2c(c1)nc1n2CCCCC1 | -5%
Cc1cccc(OC(=O)c2cc(-c3ccc4c(c3)OCCO4)on2)c1 | -4%
O=C(OCc1ccccc1)c1ccccc1 | 0%
COc1ccc(Nc2oc(-c3cccs3)nc2C#N)cc1 | 6%

Later entries:
molecule	BLM helicase inh	Pol iota inh	Tb PGK inh	RXFP1 antag	Apoferritin bind	POLK inh	POLB inh	Pol eta inh	APEX1 inh
O=C(Cc1ccc([N+](=O)[O-])cc1)NCc1ccccn1	-2%	45%[activator]	-10%	11	1%	3%	-3%	-9%	-9%
CCOC(=O)CN(C(=O)COc1nc(-c2ccccc2)cc(C)c1C#N)c1ccccc1	-8%	33%[activator]	-3%	-30	-1%	-20%	-26%	-11%	0%
Cc1cc(N2CCN(S(=O)(=O)c3ccccc3)CC2)nc2c(C)cccc12	-6%	7%	2%	-8	109%[activator]	-11%	-2%	-2%	-20%
Cc1cc(C)cc(C(=O)NC(CC(N)=O)c2ccc(NCC3CC3)c([N+](=O)[O-])c2)c1 (stereo not given)	1%	-5%	i	/	?	11%	1%	-9%	42%
Cc1ccc(-c2nnn(CC(=O)N(c3cccc(F)c3)C(C(=O)NC3CCCC3)c3ccco3)n2)o1 (stereo not given)	2%	19%	-6%	10	-14%	-12%	6%	-12%	2%
CCOc1ccc(CCNC(=O)C2CCCN(c3nn4c(=O)cc(C)nc4s3)C2)cc1OCC (stereo not given)	-1%	12%	-5%	-12	3%	-7%	-1%	-18%	4%
CCC1CCCCN1c1nc(-c2cccc(OC)c2O)nc2ccccc12 (stereo not given)	-12%	20%	0%	-3	?	-13%	9%	-15%	5%
CCN1C(=O)[C@H]2[C@H]3CN=C(SCC4CC4)N3[C@@](CC)(C(=O)OC)[C@H]2C1=O	/	?	5%	/	/	-9%	/	-1%	2%
Cc1cc(OCC(=O)Nc2ccc(S(=O)(=O)N3CCN(C)CC3)cc2)cc(C)c1Cl	-3%	?	1%	-2	?	-11%	7%	-3%	-3%
Cc1cccc[n+]1CC(=O)Nc1ccc([N+](=O)[O-])cc1	-4%	-22%	-9%	5	-4%	-12%	0%	-11%	6%
COc1ccc(C2CC(c3ccccc3O)=NN2C(=O)c2ccccc2)cc1OC (stereo not given)	-10%	35%	1%	2	7%	0%	1%	-26%	-9%
O=C(N/N=C/c1ccccc1)c1cc(=O)[nH]c2ccccc12	-1%	-3%	-9%	12	-15%	-12%	3%	-1%	2%

Next part:
SMILES,BLM helicase inh,Pol iota inh,Tb PGK inh,RXFP1 antag,Apoferritin bind,POLK inh,POLB inh,Pol eta inh,APEX1 inh
O=C(Nc1c(C(=O)N2CCN(c3ccccc3F)CC2)oc2ccccc12)c1cccc(F)c1,-1%,10%,0%,-9,-2%,-1%,-5%,-9%,/
COc1ccc2cc(C(c3nnnn3Cc3ccc(F)cc3)N3CCCCCC3)c(=O)[nH]c2c1 (stereo not given),2%,15%,-3%,-11,-15%,-3%,-2%,-14%,0%
Cc1cc(NC(=O)CSCC(=O)N(C)Cc2ccc(Cl)cc2Cl)no1,/,18%,-1%,-14,/,1%,/,-13%,17%
CN1CCN(C(=O)C23CCC(C)(C(=O)C2Br)C3(C)C)CC1 (stereo not given),-4%,36%[activator],10%,0,-3%,-6%,3%,-24%,1%
CCOc1ccc(N(C)Cc2cc(=O)oc3ccc(OC)cc23)cc1,-6%,-3%,i,1,?,-24%,21%,-11%,-7%
O=C(COc1ccc(Cl)cc1)Nc1ccc(C(=O)O)cc1NC(=O)COc1ccc(Cl)cc1,-5%,10%,4%,-18,-1%,-21%,-26%,-11%,22%
CCOCCCNC(=O)CCc1nnc2ccc(N3CCCCC3)nn12,-3%,-16%,/,-4,2%,6%,-12%,-6%,36%
Cc1cccc(C)c1NC(=S)N(CCCN1CCN(C)CC1)Cc1cccs1,3%,61%[activator],-4%,7,-5%,-5%,-19%,-16%,0%
C1CCN(CCCNC2C3CC4CC(C3)CC2C4)C1 (stereo not given),-8%,3%,-1%,0,6%,-17%,-12%,-18%,8%
C/C(=N\NC(=O)Cc1ccccc1)c1cccs1,1%,4%,/,38,?,-10%,12%,5%,-4%
O=C(/C=C/c1ccccc1)N/C(=C/c1ccccc1)C(=O)NCCCO,2%,26%,-3%,1,3%,-20%,-9%,-12%,1%
CCN(CC)S(=O)(=O)c1cccc(NC(=O)CCSc2ccc(Cl)cc2)c1,-6%,-8%,i,-2,58%[activator],-13%,2%,-18%,0%
COc1ccc(-c2c(-c3ccc(O)cc3O)n[nH]c2C)cc1OC,-3%,58%[activator],-4%,-2,-11%,-10%,?,-17%,1%
C=CCSc1nnc(CCCCCN2C(=O)c3cccc4cccc(c34)C2=O)o1,-4%,33%[activator],2%,13,-13%,-6%,-8%,-13%,-4%
Cc1ccc2c(c1)N(CC(=O)c1cccc(Cl)c1)C(=O)C(C)O2 (stereo not given),-3%,4%,-4%,-14,-16%,-19%,18%,-6%,-3%
CCc1nc(SCC(=O)Nc2cc(C)on2)c2c(C)c(C)sc2n1,2%,8%,2%,-5,-19%,-2%,-11%,?,2%

Complete entries from above. Order of values: BLM helicase inh | Pol iota inh | Tb PGK inh | RXFP1 antag | Apoferritin bind | POLK inh | POLB inh | Pol eta inh | APEX1 inh
C1CCN(CCCNC2C3CC4CC(C3)CC2C4)C1 (stereo not given) in the list: -8% | 3% | -1% | 0 | 6% | -17% | -12% | -18% | 8%
COc1ccc(-c2c(-c3ccc(O)cc3O)n[nH]c2C)cc1OC in the list: -3% | 58%[activator] | -4% | -2 | -11% | -10% | ? | -17% | 1%
CCN(CC)S(=O)(=O)c1cccc(NC(=O)CCSc2ccc(Cl)cc2)c1 in the list: -6% | -8% | i | -2 | 58%[activator] | -13% | 2% | -18% | 0%
Cc1ccc2c(c1)N(CC(=O)c1cccc(Cl)c1)C(=O)C(C)O2 (stereo not given) in the list: -3% | 4% | -4% | -14 | -16% | -19% | 18% | -6% | -3%

(listing goes on)
SMILES,BLM helicase inh,Pol iota inh,Tb PGK inh,RXFP1 antag,Apoferritin bind,POLK inh,POLB inh,Pol eta inh,APEX1 inh
Cc1ccccc1-n1nnnc1-c1ccccc1,-1%,-7%,i,2,-14%,6%,12%,-14%,-3%
CC(C)(C)OC(=O)N1CCC(c2c(C(=O)NCCN3CCC(Cc4ccccc4)CC3)cnn2-c2ccccc2)CC1,0%,-1%,1%,-5,?,-10%,-20%,-25%,/
CCOc1ccc(N/C=C/C(=O)c2ccc(OC)cc2)c([N+](=O)[O-])c1,-3%,9%,-9%,-29,-11%,1%,0%,12%,-1%
O=C1N[C@@H](c2ccccc2)COC(=O)[C@@H](Cc2ccc(F)cc2)CC/C=C/C[C@H]1CC(=O)N(CCO)Cc1ccccc1,/,-3%,1%,/,/,-15%,/,-9%,-34%
COc1ccc(-n2nc3c(c2NC(=O)CC(C)C)CS(=O)C3)cc1 (stereo not given),-3%,5%,-2%,21,-3%,-6%,59%,-3%,15%

An excerpt; the hit share may differ from the screen's.
